Compound activity as filed in PubChem.
POLK inh: DNA polymerase kappa (human) inhibition | purified Pol kappa, fluorescent DNA synthesis assay, 10 min | AID 588579 | 0.53% of 400,000 active | Potency, µM (top dose mostly 107 µM), for the others: at the highest dose activity, negative = inhibition, hits mostly inhibitors; note: % is set by controls: 0 for no effect and ±100 for the full control effect
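10 nM Pol kappa preincubated 15 min at room temperature with compounds, then reaction started with substrate at 50 nM final. Fluorescence read kinetically at 0 and 10 min; buffer-only wells served as negative control.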
POLB inh: blocks human DNA polymerase beta activity. P06746. 1.3% of 340,000 active. Pol beta primer extension/strand displacement, fluorescence kinetic. Potency, µM (doses to about 114 µM), for inactives: at the top dose activity change, negative = inhibition, most hits filed as inhibitors. AID 485314; note: % is set by controls: 0 for no effect and ±100 for the full control effect
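Values derive from four-parameter Hill fits of normalized kinetic data: reads at 0 and 10 min following addition of 50 nM substrate to 10 nM Pol beta preincubated 15 min with compound.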
BAZ2B inh: BAZ2B (human) inhibition | Potency, µM (doses to about 114 µM), without a hit: at the top dose activity change, negative = inhibition, actives largely listed as inhibitors | Q9UIF8 | AID 504333 | AlphaScreen BAZ2B-H3K14Ac peptide displacement | 4.4% of 360,000 active; note: % is set by controls: 0 for no effect and ±100 for the full control effect; nearly all actives have a fitted effect of over 60% in size
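Compounds, titrated to a top concentration of 110 uM, were incubated 30 min at room temperature with preformed BAZ2B/acetyl-K14 H3 peptide complex (50 nM each). Proximity signal was measured by AlphaScreen after 20 min with beads.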
APEX1 inh: inhibitors of human APE1 endonuclease. P27695. recombinant APE1, TAMRA/BHQ-2 abasic DNA cleavage fluorescence. Potency, µM (doses to about 65.8 µM), for inactives: top-dose activity change, negative = inhibition, usual class: inhibitors. 0.35% of 350,000 active;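 note: plate controls were vehicle for no effect and reference inhibitor for full effect; nearly all actives have a fitted effect of over 55% in size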
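Readout is kinetic fluorescence (ex 525, em 598 nm) from cleavage of 50 nM TAMRA/BHQ-2 THF abasic duplex by 0.75 nM APE1, compound added 15 min beforehand at RT.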
POLH inh: inhibitors of human DNA polymerase eta | Potency, µM (titrated, usually from 114 µM), inactives show at the highest dose activity change, negative = inhibition, usual class: inhibitors | 1.2% of 390,000 active | Q9Y253 | recombinant Pol eta, fluorescent DNA replication assay; note: % is set by controls: 0 for no effect and ±100 for the full control effect
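Pol eta at 10 nM preincubated with compounds 15 min at room temperature; reaction started with fluorescent substrate (50 nM final) and read kinetically at 0 and 10 min.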
G9a inh: blocks human histone lysine methyltransferase G9a; Q96KQ7; AID 504332; G9a H3K9 monomethylation, AlphaScreen, 2 h; Potency, µM (top dose mostly 102 µM), for the others: at the highest dose activity, negative = inhibition, usual class: inhibitors; 8.8% of 350,000 active; note: % is set by controls: 0 for no effect and ±100 for the full control effect; nearly all actives have a fitted effect of over 75% in size
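Signal arises when biotinylated H3K9 peptide, once monomethylated, bridges streptavidin donor and antibody-captured acceptor beads. Enzyme at 20 nM was preincubated 15 min with test compounds; peptide 500 nM and SAM 20 uM then reacted for 2 h.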
Pol iota inh: DNA polymerase iota (human) inhibition. 1% of 390,000 active. Q9UNA4. Potency, µM (doses to about 115 µM), for the others: at the highest dose activity, negative = inhibition, hits mostly inhibitors. Pol iota fluorescent replication assay, 10 min
Target sequence (Q9UNA4 whole entry, looked up): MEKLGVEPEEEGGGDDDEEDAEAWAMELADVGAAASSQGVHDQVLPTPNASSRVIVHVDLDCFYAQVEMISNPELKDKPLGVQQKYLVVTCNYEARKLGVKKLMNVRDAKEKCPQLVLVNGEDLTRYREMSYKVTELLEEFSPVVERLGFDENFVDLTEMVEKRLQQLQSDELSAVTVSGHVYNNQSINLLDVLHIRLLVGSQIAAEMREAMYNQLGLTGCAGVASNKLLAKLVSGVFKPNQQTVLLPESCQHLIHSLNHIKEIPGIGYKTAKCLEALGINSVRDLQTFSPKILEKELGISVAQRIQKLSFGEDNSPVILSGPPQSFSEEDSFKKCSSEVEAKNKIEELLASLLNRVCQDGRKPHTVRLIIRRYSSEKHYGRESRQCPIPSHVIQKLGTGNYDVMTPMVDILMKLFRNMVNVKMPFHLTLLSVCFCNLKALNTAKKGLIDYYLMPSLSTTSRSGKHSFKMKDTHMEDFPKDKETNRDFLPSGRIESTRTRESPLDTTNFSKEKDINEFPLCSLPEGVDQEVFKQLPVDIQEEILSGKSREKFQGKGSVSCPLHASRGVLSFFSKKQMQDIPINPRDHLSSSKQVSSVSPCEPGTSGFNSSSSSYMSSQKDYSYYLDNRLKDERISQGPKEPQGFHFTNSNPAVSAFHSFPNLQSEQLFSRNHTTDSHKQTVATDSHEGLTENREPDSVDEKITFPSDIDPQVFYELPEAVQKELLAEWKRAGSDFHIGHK
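Fluorescent replication assay read twice, at 0 min and 10 min after adding 50 nM (final) substrate. Enzyme (10 nM) and compounds were first incubated 15 min at room temperature; enzyme-free buffer wells were negative controls.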
BLM helicase inh: inhibitors of human Bloom syndrome helicase BLM | 0.2% of 350,000 active | recombinant BLM DNA unwinding, fluorescence dequenching | P54132 | Potency, µM (highest dose often 56.1 µM), without a hit: at the highest dose activity change, negative = inhibition, hits mostly inhibitors;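 note: plate controls were vehicle for no effect and no enzyme for full effect; nearly all actives have a fitted effect of over 35% in size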
Apoferritin bind: binds horse apoferritin like a general anesthetic; Potency, µM (top dose mostly 77.5 µM), for the others: at the highest dose activity change, negative = displacement, hits mostly inhibitors; apoferritin/1-aminoanthracene competitive binding, fluorescence; 0.074% of 350,000 active; P02791; note: % is set by controls: 0 for no effect and ±100 for the full control effect; nearly all actives have a fitted effect of over 20% in size
Target sequence (P02791 2-175 limits assumed): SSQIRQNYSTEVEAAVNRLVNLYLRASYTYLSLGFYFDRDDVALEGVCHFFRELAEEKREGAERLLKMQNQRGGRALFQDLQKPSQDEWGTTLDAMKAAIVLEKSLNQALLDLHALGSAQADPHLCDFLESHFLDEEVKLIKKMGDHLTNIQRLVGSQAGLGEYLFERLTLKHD
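Horse-spleen apoferritin (10 uM) was mixed with 50% saturated 1-aminoanthracene in PBS, exposed to compounds for 10 min at room temperature, and read for fluorescence (ex 380 nm, em 535 nm). Competitive displacement was fitted with a four-parameter Hill equation.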
* marks the source's active call; other numbers are inactive results; ? = inconclusive; . = not tested or not shown; [ ] = dose if it differs, or a comment. Calls come from the whole dose curve; as a rule, active = well fitted curve in the direction sought with a large enough effect; inconclusive = small, poorly fitted or top-dose-only effect, or another doubt; inactive = no such curve, though single readings can be large; an effect the other way counts as inactive or inconclusive. Potency is the fitted concentration of half-maximal effect.

Start of the data: the first 2 records as a preview:
compound | BAZ2B inh | POLB inh | Pol iota inh | POLK inh | G9a inh | BLM helicase inh | APEX1 inh | POLH inh | Apoferritin bind
O=C1CC(C(=O)Nc2ccccc2)S/C(=N\NC(=O)c2ccccc2Cl)N1 (stereo not drawn) | -17.6% | 98.0% | -28.9% | -5.8% | 103.4%[activator][59 µM] | -3.0% | 1.6% | -10.7% | ?
Cc1ccc(-n2ncc3c(N4CCN(C)CC4)ncnc32)cc1C | -6.7% | -1.2% | 26.5% | -7.4%[60.1 µM] | -26.4%[59 µM] | 5.2% | . | -18.7% | -11.2%

This part in full, from the first entry:
compound | BAZ2B inh | POLB inh | Pol iota inh | POLK inh | G9a inh | BLM helicase inh | APEX1 inh | POLH inh | Apoferritin bind
O=C1CC(C(=O)Nc2ccccc2)S/C(=N\NC(=O)c2ccccc2Cl)N1 (stereo not drawn) | -17.6% | 98.0% | -28.9% | -5.8% | 103.4%[activator][59 µM] | -3.0% | 1.6% | -10.7% | ?
Cc1ccc(-n2ncc3c(N4CCN(C)CC4)ncnc32)cc1C | -6.7% | -1.2% | 26.5% | -7.4%[60.1 µM] | -26.4%[59 µM] | 5.2% | . | -18.7% | -11.2%
COCCNC(=O)c1ccc(S(=O)(=O)N2CCCc3ccccc32)cc1 | -0.8% | 4.2% | 51.6%[activator] | -1.5% | -11.3%[59 µM] | -1.2% | 34.7%[12.4 µM] | -3.9% | -8.6%
CCCN1C(=O)C2(c3ccccc31)c1c(oc3ccccc3c1=O)C(=O)N2CCO (stereo not drawn) | -7.4% | -1.1% | 1.6% | -16.3% | -29.1%[59 µM] | 0.7% | . | -5.5% | 3.3%
O=C(c1cc(Cl)cc(Cl)c1)N1CCN(c2cc(C(F)(F)F)nc3ccccc23)CC1 | -3.9% | 0.4% | 20.8% | -17.1% | ? | -4.7% | -3.4% | -9.3% | 3.4%
COc1ccc(NC(=O)c2csnn2)cc1 | -34.7% | 0.9% | 14.3% | -2.0% | ? | -1.3% | . | -17.0% | -8.5%
CCOc1cc(CN2CCCC(N3CCN(c4ccc(F)cc4)CC3)C2)ccc1OC (stereo not drawn) | -5.2% | 0.1% | 6.5% | 14.6% | . | 6.1% | 4.1% | -9.5% | 0.7%
COc1ccc(NC(=O)C2CCN(C(=O)c3cccs3)CC2)cc1OC | -3.5% | 17.3% | -5.2% | 4.8% | 29.6%[59 µM] | -1.4% | -0.1% | -5.7% | -12.4%
CC(=O)c1c(C)[nH]c(C(=O)Nc2ccc(C)c(S(=O)(=O)Nc3ccc(C)cc3C)c2)c1C | ? | 13.2% | -27.5% | -14.1% | 0.2%[59 µM] | -7.3% | 9.1% | ? | -2.3%
CC(=O)NC(Cc1ccccc1C)C(=O)NC1CCN(C(=O)c2ccc(C)cc2)CC1 (stereo not drawn) | -4.1% | 2.7% | 1.5% | -5.5% | . | -1.0% | 2.6% | -20.6% | -5.8%
COc1ccccc1N/N=C1\COC(C)(C)CC1=O | ? | -0.9% | -5.7% | -3.2% | ? | 2.3% | 4.9% | -15.6% | 0.4%
N#Cc1c(SCC(=O)O)nc(N2CCOCC2)c2c1CCCC2 | -11.7% | -0.1% | -27.9% | -8.3% | ? | -3.9% | 1.0% | -11.5% | 1.6%
CCCn1c(SCC(=O)Nc2ccc(Cl)cn2)nnc1C1CC1 | -2.6% | ? | 42.3%[activator] | -5.6% | . | 1.9% | -5.0% | -12.4% | -13.0%
CC(=O)Nc1c2c(nn1-c1ccc(F)cc1)CSC2 | -12.7%[57.1 µM] | 0.9% | 16.4% | -6.4% | 11.9% | -0.6% | 31.5% | -18.2% | 1.9%
CC1=NN(c2ccccc2)C(=O)/C1=C\c1cn(C)c2ccccc12 | 3.55µM* | 18.8% | 124.2%[activator] | -11.9% | 11.2µM* | 2.7% | -2.7% | -8.9% | -10.0%

Only BAZ2B inh, for some of the entries so far:
compound | BAZ2B inh
COc1ccccc1N/N=C1\COC(C)(C)CC1=O | ?
N#Cc1c(SCC(=O)O)nc(N2CCOCC2)c2c1CCCC2 | -11.7%
CCCn1c(SCC(=O)Nc2ccc(Cl)cn2)nnc1C1CC1 | -2.6%

Next entries follow.
compound | BAZ2B inh | POLB inh | Pol iota inh | POLK inh | G9a inh | BLM helicase inh | APEX1 inh | POLH inh | Apoferritin bind
COc1ccc(/C=C/C(=O)N(C)C2CCS(=O)(=O)C2)cc1 (stereo not drawn) | -1.2% | . | 8.6% | 3.6% | 2.8% | . | 1.8% | -16.7% | .
S=P(c1ccc(N2CCOCC2)cc1N1CCOCC1)(N1CCOCC1)N1CCOCC1 | -29.9% | -8.4% | -1.3% | 4.2% | 10µM* | -0.2% | -1.4% | -15.7% | -7.0%
Cc1ccccc1NC(=O)c1cccnc1 | 12.9% | 4.0% | -3.9% | 7.5% | . | 1.5% | -4.4% | -2.4% | 1.7%
O=C(Nc1nnc(-c2ccccc2)o1)NC1CCCCC1 | -4.8% | 9.0% | 13.0% | 0.0% | 5.3% | -5.1% | -6.9% | 0.9% | -12.5%
COc1ccccc1NC(=O)C1=C(C)Nc2c(C(=O)Nc3ccc(F)cc3)cnn2C1c1cccc([N+](=O)[O-])c1 (stereo not drawn) | -9.6%[57.1 µM] | 30.2%[activator] | 9.1% | -5.0% | -39.2%[59 µM] | -10.0% | . | -14.0% | 7.3%
CCc1noc(C)c1C(=O)OCC(=O)Nc1ccccc1SC | 2.6% | . | 6.1% | -17.3% | 4.6% | . | 14.6% | -17.1% | .
COc1cccc(N2C(=O)C(CC(=O)Nc3ccc(F)cc3)N(C3CCCCC3)C2=O)c1 (stereo not drawn) | 7.2% | -4.3% | 1.1% | -9.6% | 4.5%[59 µM] | -6.7% | -8.7% | -16.2% | 3.2%
CC1CC(=O)c2cnc(NCC3CCCO3)nc2C1 (stereo not drawn) | -0.3% | -3.7% | 25.2% | -8.0% | 22.1%[59 µM] | -0.7% | 3.9% | -9.7% | 6.9%
O=C(NCC(c1cccs1)N1CCOCC1)c1cn(-c2ccccc2)nc1-c1ccc(F)cc1 (stereo not drawn) | -38.7% | . | 45.9%[activator] | 0.3% | -30.5% | . | -9.2% | -17.3% | .
Brc1ccc(-c2nnc3sc(CN4CCCCC4)cn23)cc1 | 4.6% | -0.6% | 1.4% | -14.3% | -1.8%[59 µM] | 2.3% | . | -0.8% | -9.6%
CCc1c(C)nc2nc(-c3ccccc3)nn2c1NCc1ccc(C)cc1 | -21.4% | ? | 1.4% | -10.6% | -7.9%[59 µM] | -10.9% | . | -6.4% | 5.4%
COc1cccc(C(=O)/C=C/Nc2ccc(S(=O)(=O)Nc3ccc(C(C)=O)cc3)cc2)c1 | -3.4% | 0.0%[57.1 µM] | -15.2% | -6.3% | 50.1µM* | -7.6% | 9.6% | -14.4% | 23.0%
CC(=O)c1c(C)[nH]c(C(=O)OCC(=O)Nc2ccc(Cl)cc2[N+](=O)[O-])c1C | 3.8% | 9.1% | 17.4% | 4.5% | 9.1%[59 µM] | 3.5% | 3.5% | -12.8% | ?
COc1ccc2[nH]c(=O)c(CNc3ccccc3C)cc2c1 | -1.2% | 23.8% | 66.9%[activator] | -17.0% | 10µM* | -4.0% | -3.9% | 4.2% | 37.3%[activator]
CN(C)c1ncnc2c1ncn2C1OC(CO)C(O)C1O (stereo not drawn) | 12.1% | 8.1% | 7.1% | -2.6% | -2.1%[59 µM] | -3.7% | 1.9% | -13.9% | -13.3%
Cc1ccc(CCNC(=O)C2CCN(C(=O)c3sccc3-n3cccc3)CC2)cc1 | -37.2% | 0.5% | 5.5% | -9.5% | ? | -0.3% | 0.7% | -9.9% | -17.8%
CSc1ccccc1C(=O)NC1CC2CCC1C2 (stereo not drawn) | 10.6% | 3.7% | -9.2% | -8.9% | -33.8% | -1.1% | -3.0% | -20.4% | -6.6%
COc1cc(C(=O)NC(C)C2CC3CCC2C3)ccc1OC(F)F (stereo not drawn) | 2.4% | . | -5.4% | -15.4% | 0.2%[12.7 µM] | . | 40.3%[activator] | -21.9% | .
CC1CCN(C(=O)CSc2nnc(NC(=O)Nc3ccccc3)s2)CC1 | -3.4% | 2.2% | 11.2% | -8.7%[60.1 µM] | 12.6µM* | -1.7% | . | -7.8% | ?
CC(C)CNC(=O)c1cccc(NC(=O)CSc2ccccc2)c1 | 3.9% | 5.0% | 179.2%[activator] | -1.7% | 25.5%[59 µM] | -2.6% | -0.3% | -7.6% | -10.9%
CCc1cc2c(SCC(=O)NC3CCS(=O)(=O)C3)ncnc2s1 (stereo not drawn) | 4.0% | 1.1% | 10.8% | 10.7% | 29.3% | 0.0% | 14.3% | -7.3% | 2.3%
CCCCN=C1NN=C(c2cccc([N+](=O)[O-])c2)CS1 | ? | 21.4% | 7.8% | 5.8% | 11.2µM* | -5.1% | 13.0% | -15.5% | -16.4%
CCOC(=O)COc1ccc(Cl)cc1C1NC(=O)NC(C)=C1C(C)=O (stereo not drawn) | -6.3% | 2.3% | -0.7% | -11.2% | -3.3%[2.33 µM] | -1.8% | -2.9% | -2.1% | -5.8%
CCCOc1ccc(C(=O)OCC(=O)NCCc2ccc(OCC)c(OCC)c2)cc1OC | -6.4% | 14.2% | -4.2% | 5.9% | . | -2.7% | -3.2% | -14.4% | -8.8%
CCn1cc(-c2cc(C(=O)O)on2)c(C)n1 | -14.7% | 24.0% | 17.4% | -10.9% | -11.3%[59 µM] | -0.8% | 20.3% | -11.9% | -1.3%
CC(=O)c1cc(C(=O)N2CCCC(CCC(=O)N(C)CCc3ccccn3)C2)cs1 (stereo not drawn) | 6.2% | 0.2% | -12.9% | 5.0% | 16.6% | -1.3% | 0.7% | -14.3% | -5.6%
Cc1ccc(NC(=O)CSc2ccc(-c3sc(-c4ccccc4)nc3C)nn2)cc1F | 0.2% | 1.6% | 4.2% | 2.9% | 9.6%[59 µM] | -6.2% | . | -21.5% | -8.8%
CC1=C(C(=O)NCc2cccc(Br)c2)C2(CCCCC2)OC1=O | 7.4% | 0.0% | -4.4% | 4.2% | -2.7%[59 µM] | -1.2% | . | -3.1% | -11.0%

A portion of the library. The share of hits here may be higher or lower than overall.
